CCT modulator: High-Throughput Screening for Modulators of Cytosolic Chaperonin Activity. purified chaperonin ATPase assay, HTRF ADP detection, 30 min. activity change, % (concentration not given with the values), hits read low. 0.3% of 360,000 active; in the data active means activity change below about -30%; further: on the % scale 0 is the no-effect control and ±100 the full control effect
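We incubate TRiC, 40 or 20 nM final, with library compounds at 76 uM and 10 uM ATP for 30 min at 37 °C. ADP formed is detected with Transcreener HTRF reagents after 30 min at room temperature.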
PLK1 PBD block: qHTS for Inhibitors of PLK1-PDB (polo-like kinase 1 - polo-box domain): Primary Screen. AID 720504, 2013. Serine/threonine-protein kinase PLK1 (Homo sapiens), P53350. 2.8% of 360,000 active. Potency, µM, for inactives: max response, negative = inhibition, hits mostly inhibitors. Plk1 PBD binding of FITC phosphopeptide, fluorescence polarization; further: potency means the concentration at half of the fitted maximal effect; series mostly up to about 57 µM; on the % scale 0 is the no-effect control and ±100 the full control effect; nearly all actives have a fitted effect of over 65% in size
EPAC1 agonist: qHTS for Agonist of cAMP-regulated guanine nucleotide exchange factor 3 (EPAC1): primary screen. Potency, µM (doses to about 154 µM), inactives show at the top dose activation, actives largely listed as activators. Rap guanine nucleotide exchange factor 3 (Homo sapiens), O95398. 0.073% of 360,000 active. EPAC1 agonist qHTS, biochemical assay; response scale: 100% = response to 6.5 mM cAMP; further: potency means the concentration at half of the fitted maximal effect; nearly all actives have a fitted effect of over 60% in size
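Nucleotide exchange by EPAC1 (100 nM) on Rap1B–BODIPY-GDP (250 nM) in the presence of 50 uM GDP is tracked fluorescently at 480/540 nm over 30 min. Signals are normalized to a 6.5 mM cAMP control.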
WRN helicase inh: qHTS for Inhibitors of WRN Helicase; WRN helicase unwinding, fluorescent forked duplex, kinetic; Potency, µM (doses to about 114 µM), inactives show top-dose activity change, negative = inhibition, hits mostly inhibitors; 0.46% of 360,000 active; further: potency means the concentration at half of the fitted maximal effect; on the % scale 0 is the no-effect control and ±100 the full control effect; nearly all actives have a fitted effect of over 55% in size
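WRN at 20 nM final preincubated with compound 15 min at room temperature; reaction started with 100 nM fluorophore/quencher forked duplex oligonucleotide and 2 mM ATP final. Unwinding followed kinetically by red fluorescence (ex 525, em 598 nm).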
EPAC1 antagonist: qHTS for Antagonist of cAMP-regulated guanine nucleotide exchange factor 3 (EPAC1): primary screen; Potency, µM (highest dose often 115 µM), for the others: top-dose activity change, negative = inhibition, usual class: inhibitors; 0.14% of 360,000 active; AID 720709, 2013; EPAC1 GEF assay, Rap1b-BODIPY-GDP exchange fluorescence;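 further: potency means the concentration at half of the fitted maximal effect; plate controls were vehicle for no effect and positive control for full effect; nearly all actives have a fitted effect of over 50% in size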
MmCpn inh: Inhibitors of TCP-1 ring complex (TRiC) of Methanococcus maripaludis (MmCpn): qHTS; 0.031% of 330,000 active; Potency, µM (doses to about 76.9 µM), for the others: at the top dose activity, negative = inhibition, most hits filed as inhibitors; AID 504842, 2011; purified Mm-Cpn ATPase, ADP Transcreener TR-FRET; Chaperonin Mm-Cpn (Methanococcus maripaludis); further: potency means the concentration at half of the fitted maximal effect; on the % scale 0 is the no-effect control and ±100 the full control effect; nearly all actives have a fitted effect of over 80% in size
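TR-FRET (320 nm excitation; 590 and 665 nm emission) reports ADP made from 10 uM ATP by 25 nM enzyme; compounds were preincubated 10 min, reaction run 30 min, both at 37°C.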
PI5P4K alpha inh: qHTS for Inhibitors of phosphatidylinositol 5-phosphate 4-kinase (PI5P4K). max response, %. Phosphatidylinositol 5-phosphate 4-kinase type-2 alpha (Homo sapiens), P48426. PI5P4Kalpha enzyme, ADP-Glo luminescence, 60 min; hits give low values. 1.2% of 330,000 active; active means max response of -50% or lower; inconclusive means between -30% and -50%; inactive means -30% or higher; further: value at the top dose of about 77 µM; on the % scale 0 is the no-effect control and ±100 the full control effect
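Reactions run in 0.038 M HEPES pH 7.4, 0.28 mM EGTA, 0.1% CHAPS and 5% DMSO, with PI5P4Kalpha, substrate, compound and 5 microM ATP final, one hour at room temperature. Readout is ADP-Glo luminescence.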
EPAC2 antag: qHTS for Antagonist of cAMP-regulated guanine nucleotide exchange factor 2 (EPAC2): primary screen; Potency, µM (top dose mostly 114 µM), inactives show at the top dose activity, negative = inhibition, hits mostly inhibitors; AID 720708, 2013; EPAC2 GEF exchange of Rap1B-BODIPY-GDP, fluorescence; Rap guanine nucleotide exchange factor 4 (Homo sapiens), Q8WZA2; 0.18% of 360,000 active; further: potency means the concentration at half of the fitted maximal effect; on the % scale 0 is the no-effect control and ±100 the full control effect; nearly all actives have a fitted effect of over 45% in size; many of its hits are not listed in these tables
Target sequence (Q8WZA2 whole entry, looked up): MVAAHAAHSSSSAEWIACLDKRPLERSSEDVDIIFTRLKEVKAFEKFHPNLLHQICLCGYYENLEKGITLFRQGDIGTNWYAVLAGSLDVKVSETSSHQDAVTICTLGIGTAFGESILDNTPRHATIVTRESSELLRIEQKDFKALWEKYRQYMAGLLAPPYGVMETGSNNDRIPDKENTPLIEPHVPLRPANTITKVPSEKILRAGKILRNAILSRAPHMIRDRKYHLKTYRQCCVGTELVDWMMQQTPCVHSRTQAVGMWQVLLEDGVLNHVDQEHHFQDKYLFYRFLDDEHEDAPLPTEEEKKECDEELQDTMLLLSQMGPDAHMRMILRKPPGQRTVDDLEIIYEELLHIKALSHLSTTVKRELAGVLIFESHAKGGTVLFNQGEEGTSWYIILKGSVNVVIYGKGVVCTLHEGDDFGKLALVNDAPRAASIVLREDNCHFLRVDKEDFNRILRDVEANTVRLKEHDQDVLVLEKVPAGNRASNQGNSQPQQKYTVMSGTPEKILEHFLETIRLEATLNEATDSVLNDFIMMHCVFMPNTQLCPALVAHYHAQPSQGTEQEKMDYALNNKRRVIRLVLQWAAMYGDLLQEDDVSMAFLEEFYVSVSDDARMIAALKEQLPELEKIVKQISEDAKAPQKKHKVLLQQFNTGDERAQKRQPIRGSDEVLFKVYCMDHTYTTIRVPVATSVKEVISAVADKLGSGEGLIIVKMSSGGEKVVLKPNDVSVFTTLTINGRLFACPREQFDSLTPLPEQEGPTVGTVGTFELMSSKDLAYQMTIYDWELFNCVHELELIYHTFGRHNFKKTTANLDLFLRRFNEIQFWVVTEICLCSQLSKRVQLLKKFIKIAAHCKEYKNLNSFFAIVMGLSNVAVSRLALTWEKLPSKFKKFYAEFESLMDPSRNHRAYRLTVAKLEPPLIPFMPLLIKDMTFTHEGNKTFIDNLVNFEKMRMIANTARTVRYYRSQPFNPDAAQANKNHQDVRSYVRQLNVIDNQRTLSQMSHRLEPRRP
Starred values were filed as active, the others as inactive; ? = inconclusive; · = not tested or not shown; [ ] = another dose, or the depositor's remark. Unless noted, the call rests on the fitted dose curve; in most records, active means well fitted curve in the direction sought with a large enough effect; inconclusive means small, poorly fitted or top-dose-only effect, or another doubt; inactive means no such curve, though single readings can be large; an effect the other way counts as inactive or inconclusive.

Letter code – A = CCT modulator; B = PLK1 PBD block; C = EPAC1 agonist; D = WRN helicase inh; E = EPAC1 antagonist; F = MmCpn inh; G = PI5P4K alpha inh; H = EPAC2 antag
> CCc1ccc(OCC(=O)NNC(=O)Cc2cccs2)cc1
  A: -0.8; B: 2%; C: -4%; D: -1%[11.6 µM]; E: 5%; F: 1%; G: ?; H: 14%

> O=C(CSc1nnc(NC(=O)C2CC2)s1)NCc1ccco1
  A: -5.6; B: 5%; C: -4%; D: -1%; E: -11%; F: -3%; G: -16; H: 16%

> COc1ccccc1N(CC(=O)NCCSCc1ccc(Cl)cc1)S(C)(=O)=O
  A: 1.8; B: -2%; C: -6%; D: -4%; E: 11%; F: -3%; G: 1; H: 4%

> O=C(CN1CCN(C(=O)CNC(=O)c2ccc3c(c2)OCO3)CC1)Nc1ccccc1Cl
  A: 1.0; B: -1%; C: 12%; D: -5%; E: 7%; F: 1%; G: 6; H: -3%

> O=C(NCc1cn2ccccc2n1)c1ccccc1
  A: -2.2; B: -13%; C: 4%; D: 0%; E: -7%; F: -1%; G: -8; H: -1%

> COc1cccc(NC(=O)C(C)N2C(=O)c3ccccc3C2=O)c1 (stereo not given)
  A: -1.0; B: -9%; C: 3%; D: 0%; E: -10%; F: -3%; G: 3; H: 5%

> CCN(CC(=O)Nc1ccc(OC)cc1)C(=O)c1ccc2ccccc2c1
  A: -2.5; B: 5%; C: -5%; D: -4%; E: -10%; F: 0%; G: -8; H: 3%

> Cn1ccc2c(N3CCCC3)cc3c(c21)C1CCC3C1 (stereo not given)
  A: 2.8; B: -4%; C: 6%; D: 0%; E: 16%; F: ·; G: -21; H: 10%

> O=c1c2cc(F)ccc2sn1-c1ccc(F)cc1
  A: -2.2; B: 3.4µM*; C: -18%; D: -1%; E: -5%; F: -8%; G: -90*; H: -22%

> Cc1ccc(N=C2NC(=O)/C(=C\c3ccco3)S2)cc1
  A: -1.2; B: -25%; C: -9%; D: ?; E: -6%; F: -2%; G: -57*; H: 6%

> N#Cc1cccc(NC(=O)N2CCC(c3nc4c(nnn4Cc4cccc(Cl)c4)c(=O)[nH]3)CC2)c1
  A: -2.3; B: 1%; C: 8%; D: -7%; E: -10%; F: 2%; G: 1; H: 0%

> Cc1ccnc(NC(=S)NC(=O)/C=C/c2ccc(Cl)cc2)c1
  A: 0.4; B: 3%; C: -8%; D: 2%; E: 6%; F: -6%; G: 11; H: 18%

> O=C(CN1CCN(S(=O)(=O)c2ccc3c(c2)OCCO3)CC1)Nc1ccccc1Br
  A: 0.6; B: -10%; C: 13%; D: 6%; E: 27%; F: ·; G: -1; H: -7%

> CCOC(=O)N1CCC(N2CC34C=CC(O3)C(C(=O)Nc3ccc(F)cc3)C4C2=O)CC1 (stereo not given)
  A: -0.3; B: -12%; C: 1%; D: -5%; E: -22%; F: 2%; G: -3; H: 4%

> COc1cccc(OC)c1C(=O)O/N=C(\N)c1ccncc1
  A: 1.2; B: -9%; C: 1%; D: -26%; E: -10%; F: 0%; G: 1; H: -10%

> CCOc1ccc(/C=C(\C#N)C(=O)NC2CC2)c(OCC)c1
  A: -0.6; B: -5%; C: 4%; D: 0%; E: -30%; F: ·; G: 5; H: -16%

> O=C(CC[C@H]1O[C@@H](n2ccc(=O)[nH]c2=O)[C@H](O)[C@@H]1O)NCc1ccc2c(c1)OCO2
  A: 0.1; B: -1%; C: 11%; D: -5%; E: -2%; F: ·; G: 2; H: -11%

> CCCCNC(=O)CN1CCC2(O)CCCCC2C1c1ccccc1OC (stereo not given)
  A: -1.6; B: -10%; C: -5%; D: 5%; E: 7%; F: 1%; G: -1; H: 5%

> NC(=O)c1cccc(-c2coc3c(C(=O)NCc4ccccc4)cccc23)c1
  A: 1.7; B: -5%; C: 4%; D: -3%; E: ?; F: ·; G: -3; H: 9%

> CCCN(CC1CC1)C(=O)CCc1nnc(C(OC)c2ccccc2)o1 (stereo not given)
  A: -2.1; B: -7%; C: 15%; D: -3%; E: 4%; F: 1%; G: 0; H: -2%

> CCC(=O)N1CCN=C1SCc1ccc(Cl)cc1
  A: -1.0; B: -1%; C: 14%; D: -6%; E: 0%; F: -2%; G: 4; H: -2%

> Cc1nn(CC(=O)NC(C)C)c(C)c1[N+](=O)[O-]
  A: 0.7; B: -1%; C: -2%; D: 14%; E: 15%; F: -3%; G: 3; H: 8%

> CN(CC(=O)Nc1c(Cl)cccc1Cl)C(=O)CNC(=O)c1ccc2c(c1)OCO2
  A: 2.8; B: -4%; C: -2%; D: 8%; E: -2%; F: -1%; G: 6; H: -4%

> CCOC(=O)c1oc2cc(C)cc(O)c2c(=O)c1-c1csc(C)n1
  A: 0.4; B: -12%; C: 3%; D: 1%; E: 2%; F: -1%; G: 3; H: -2%

> O=C(NCCS(=O)(=O)N1CCN(c2ccccc2F)CC1)C1CC(=O)N(c2ccc(F)cc2)C1 (stereo not given)
  A: 2.3; B: -2%; C: 15%; D: -6%; E: -5%; F: -3%; G: 4; H: -3%

The list goes on; the last 3 above are carried over.
Letter code – A = CCT modulator; B = PLK1 PBD block; C = EPAC1 agonist; D = WRN helicase inh; E = EPAC1 antagonist; F = MmCpn inh; G = PI5P4K alpha inh; H = EPAC2 antag
> CN(CC(=O)Nc1c(Cl)cccc1Cl)C(=O)CNC(=O)c1ccc2c(c1)OCO2
  A: 2.8; B: -4%; C: -2%; D: 8%; E: -2%; F: -1%; G: 6; H: -4%

> CCOC(=O)c1oc2cc(C)cc(O)c2c(=O)c1-c1csc(C)n1
  A: 0.4; B: -12%; C: 3%; D: 1%; E: 2%; F: -1%; G: 3; H: -2%

> O=C(NCCS(=O)(=O)N1CCN(c2ccccc2F)CC1)C1CC(=O)N(c2ccc(F)cc2)C1 (stereo not given)
  A: 2.3; B: -2%; C: 15%; D: -6%; E: -5%; F: -3%; G: 4; H: -3%

> CCOc1ccc(OCCC(=O)OCC(=O)Nc2cc(C)nn2-c2ccccc2)cc1
  A: -5.3; B: -11%; C: 3%; D: 9%; E: -20%; F: 2%; G: -5; H: -1%

> N#Cc1ccc(OCC(=O)NCCN2CCOCC2)cc1
  A: -2.7; B: 2%; C: 2%; D: 12%; E: 6%; F: -2%; G: -5; H: 12%

> COc1ccc(CCNC(=O)c2cccnc2)cc1
  A: -0.2; B: -5%; C: 1%; D: 1%; E: 12%; F: -1%; G: ·; H: 5%

> N[C@@H](CO)c1nnc([C@H](CCC(=O)O)NC(=O)C2CCNCC2)o1
  A: -1.2; B: -11%; C: -1%; D: -3%; E: -9%; F: ·; G: -3; H: -21%

> Cc1ccc(S(=O)(=O)N2CCC(=O)N(C(COCc3ccc(Cl)cc3)Cc3ccccc3)CC2)cc1 (stereo not given)
  A: -0.8; B: -4%; C: -6%; D: -3%; E: -18%; F: -1%; G: 2; H: 1%

> COc1ccc(Nc2ncnc3ccc(Br)cc23)c(OC)c1
  A: -1.2; B: -4%; C: 6%; D: 0%; E: 5%; F: 0%; G: -3; H: 2%

> CC(C)[C@H](NC(=O)OCc1ccccc1)C(=O)OCC(=O)N1C(C)CCCC1C (stereo not given in full)
  A: -3.4; B: 2%; C: -4%; D: 7%; E: 11%; F: ·; G: 3; H: 7%

> Cc1cccc(NCc2nc(SCC(=O)Nc3ccccc3Br)n[nH]2)c1
  A: 0.3; B: 3%; C: 7%; D: -5%; E: 8%; F: 1%; G: 1; H: -21%

> CCCNC(=O)COC(=O)c1ccc(S(=O)(=O)N2CCCCCC2)cc1
  A: 0.3; B: -3%; C: 1%; D: 2%; E: ?; F: -2%; G: 2; H: -2%

> CC(Sc1nnc(C2CC2)n1Cc1ccccc1)C(=O)N1CCNC1=O (stereo not given)
  A: -3.5; B: -5%; C: -6%; D: -3%; E: 0%; F: 1%; G: -9; H: 11%

> COc1cccc2cc(S(=O)(=O)c3ccccc3)c(=Nc3ccc4c(c3)OCCO4)oc12
  A: -1.2; B: 1%; C: -1%; D: -5%; E: 2%; F: 2%; G: 9; H: 8%

> COC(=O)/C=C(\C)NC(=O)c1cccs1
  A: -0.2; B: -1%; C: -6%; D: 2%; E: 11%; F: 1%; G: ·; H: 13%

> S=C(Nc1ccc(Cl)cc1)N1CCCC1
  A: 0.0; B: -2%; C: 5%; D: 2%; E: 1%; F: 2%; G: 6; H: 5%

> CC1CC(C)CN(c2ccc(-n3cnnn3)cc2[N+](=O)[O-])C1 (stereo not given)
  A: -1.2; B: -6%; C: -2%; D: -3%; E: -23%; F: 0%; G: 1; H: -1%

> CCCCNC(=O)Nc1c(C(=O)OC)[nH]c2ccc(C)cc12
  A: -0.6; B: -7%; C: -7%; D: -30%[57.1 µM]; E: -5%; F: 0%; G: 3; H: 0%

> Cc1c(OCC(=O)NCCN2CCOCC2)ccc2c(-c3ccccc3)cc(=O)oc12
  A: 1.0; B: -5%; C: 4%; D: -7%; E: -3%; F: 1%; G: -1; H: -8%

> Cc1c(C(=O)N2CCOCC2)oc2ccc(S(=O)(=O)N3CCCC3)cc12
  A: -7.3; B: 3%; C: 17%; D: -1%; E: -19%; F: 35µM*; G: 6; H: 2%

> O=C(NC1CCCCC1)c1csnn1
  A: 0.1; B: 1%; C: -7%; D: 1%; E: 11%; F: ·; G: -1; H: 8%

> CCn1cnc2c1c(=O)n(CC(=O)Nc1ccc(C(N)=O)cc1)c(=O)n2Cc1ccccc1
  A: -0.4; B: -10%; C: -3%; D: -3%; E: 1%; F: 1%; G: -8; H: 9%

> CCN(CC)C(=O)C1=C(C)N(Cc2ccc(C(C)(C)C)cc2)C(=O)C(CC(=O)NCCc2ccccn2)C1 (stereo not given)
  A: 0.0; B: -8%; C: -5%; D: 3%; E: -3%; F: ·; G: 1; H: -7%

> NC(=O)Cn1c(=O)n(C2CCCCC2)c(=O)c2c3c(sc21)CCCCC3
  A: -0.8; B: -10%; C: 8%; D: -20%[57.1 µM]; E: -9%; F: -1%; G: 0; H: -28%

> Cc1ccc(S(=O)(=O)NCCN2CCOCC2)cc1
  A: -0.3; B: ?; C: -8%; D: 10%; E: -1%; F: -1%; G: -10; H: 4%

> CCN(CC)C(=O)Oc1ccc2ccccc2c1Br
  A: -1.2; B: -5%; C: 3%; D: -10%; E: -13%; F: -4%; G: 14; H: ?

High-throughput results (PubChem BioAssay)

Not all compounds are listed (hit frequency here may not be typical).
